Sm TGR block: S. mansoni TGR enzyme inhibition; Potency, µM (top dose mostly 114 µM), without a hit: top-dose activity change, negative = inhibition, hits mostly inhibitors; hit rate 3% among 360,000; Q962Y6; purified TGR, DTNB reduction, TNB absorbance 405 nm; note: potency is the fitted concentration of half-maximal effect; nearly all actives have a fitted effect of over 60% in size
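TGR 20 nM + NADPH 100 uM (dispensed conc.), cpd preinc 15 min RT; start with NADPH (500 uM addition) then DTNB (15 mM addition). Kinetic TNB absorbance, 405 nm filter. Four-parameter Hill fit across titration.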
AMA1-RON2 inh: AMA1-RON2 (P. falciparum) interaction inhibition | hit rate 0.2% among 360,000 | AID 720542 | Potency, µM (highest dose often 58.2 µM), for the others: top-dose activity change, negative = inhibition, hits mostly inhibitors | AlphaScreen AMA1-biotinylated RON2 peptide binding;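 note: potency is the fitted concentration of half-maximal effect; 0% = vehicle wells and -100% = peptide control; nearly all actives have a fitted effect of over 45% in size; some results filed as inactive show a strong effect at the top dose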
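AMA1 (3D7) with his tag at 25 nM final met compounds first, then biotinylated RON2 peptide at 25 nM; detection used donor plus acceptor beads, 10 µg/mL apiece, read by AlphaScreen after 30 min at room temperature.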
LmPK inhibitor: inhibitors of Leishmania mexicana pyruvate kinase; purified LmPK, Kinase-Glo ATP luminescence, 1 h; Potency, µM (highest dose often 57.5 µM), for inactives: top-dose activity change, negative = inhibition, hits mostly inhibitors; AID 1721; hit rate 0.37% among 290,000; Q27686; note: potency is the fitted concentration of half-maximal effect
Target sequence (Q27686 whole entry, looked up): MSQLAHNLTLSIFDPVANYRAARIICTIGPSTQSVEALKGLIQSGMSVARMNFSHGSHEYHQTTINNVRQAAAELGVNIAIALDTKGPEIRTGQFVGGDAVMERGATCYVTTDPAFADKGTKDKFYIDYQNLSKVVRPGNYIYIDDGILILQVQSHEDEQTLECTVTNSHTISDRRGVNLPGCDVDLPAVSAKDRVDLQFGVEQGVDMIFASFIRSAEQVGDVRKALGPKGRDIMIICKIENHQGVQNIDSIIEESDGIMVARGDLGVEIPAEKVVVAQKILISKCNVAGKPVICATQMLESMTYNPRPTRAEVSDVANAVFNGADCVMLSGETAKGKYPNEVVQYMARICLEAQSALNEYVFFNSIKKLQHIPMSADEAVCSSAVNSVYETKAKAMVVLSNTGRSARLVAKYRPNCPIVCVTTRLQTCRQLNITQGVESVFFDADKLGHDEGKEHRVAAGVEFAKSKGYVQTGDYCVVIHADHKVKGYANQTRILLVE
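ATP generated from ADP (0.1 mM) and PEP (0.5 mM) by 0.1 nM LmPK over 1 h at room temperature (pH 7.2 imidazole buffer) was detected by coupled luciferase luminescence. Values were normalized to uninhibited and no-enzyme wells.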
AmpC inh no detg: AmpC beta-lactamase inhibition without detergent. AmpC nitrocefin hydrolysis, absorbance 480 nm, 0.0001% Triton. P00811. AID 485341. Potency, µM (highest dose often 57.1 µM), for the others: top-dose activity change, negative = inhibition, hits mostly inhibitors. hit rate 0.52% among 330,000;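 note: potency is the fitted concentration of half-maximal effect; plate controls were no compound for no effect and no enzyme for full effect; nearly all actives have a fitted effect of over 20% in size; some results filed as inactive show a strong effect at the top dose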
Target sequence (P00811 whole entry, looked up): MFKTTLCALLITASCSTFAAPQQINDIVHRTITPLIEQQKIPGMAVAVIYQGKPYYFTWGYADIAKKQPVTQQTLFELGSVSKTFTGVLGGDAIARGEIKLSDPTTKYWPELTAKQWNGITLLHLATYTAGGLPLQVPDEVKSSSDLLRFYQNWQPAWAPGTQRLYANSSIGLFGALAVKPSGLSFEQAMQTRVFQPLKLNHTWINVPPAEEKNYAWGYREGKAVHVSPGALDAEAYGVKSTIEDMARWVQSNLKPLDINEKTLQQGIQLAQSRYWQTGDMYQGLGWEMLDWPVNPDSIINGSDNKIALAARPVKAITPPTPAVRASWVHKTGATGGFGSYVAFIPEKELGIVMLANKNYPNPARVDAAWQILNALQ
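AmpC (5.3 nM in the dispensed reagent) in 20 mM phosphate pH 7.0 with 0.01% (detergent screen) or 0.0001% Triton X-100 was preincubated with compounds for 15 min at room temperature. Nitrocefin was then added from an 800 uM solution, and hydrolysis was followed at 480 nm.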
AmpC inh detg: AmpC beta-lactamase inhibition with detergent present; P00811; AmpC hydrolysis of nitrocefin, absorbance 480 nm, 0.01% Triton; Potency, µM (highest dose often 114 µM), without a hit: at the top dose activity change, negative = inhibition, usual class: inhibitors; hit rate 0.041% among 370,000;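 note: potency is the fitted concentration of half-maximal effect; 0% = no-compound wells and -100% = no-enzyme wells; nearly all actives have a fitted effect of over 25% in size; some results filed as inactive show a strong effect at the top dose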
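20 mM phosphate pH 7.0 + 0.01% (detergent screen) or 0.0001% Triton X-100; 5.3 nM AmpC reagent; cpd preinc 15 min RT; nitrocefin (800 uM stock) to start; A480 q20 s × 4 min; Activity was normalised to no-enzyme and no-compound control wells.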
HCMV inh: human cytomegalovirus inhibition. hit rate 4.5% among 410,000. AID 1259415. activity change, negative = inhibition, % at 57.5 µM. HFF cells, HCMV-luciferase reporter, 72 h; stronger effect = lower value; in the data active = activity change below about -60%; inconclusive = no clear call, values can overlap the other calls; inactive = above about -39%
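Cell-based, HFFs, 1000 cells/well, 16 h 37C; cpds in DMSO + HCMV-luc, MOI 1 PFU/cell; 72 h 37C; OneGlo luminescence after 5 min RT; norm. to buffer vs Salinomycin 10uM.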
TbPYK inhibitor: inhibitors of Trypanosoma brucei pyruvate kinase; Q57TT1; TbPYK enzyme, Kinase-Glo Plus ATP luminescence, 45 min; Potency, µM (titrated, usually from 76.8 µM), inactives show at the top dose activity, negative = inhibition, hits mostly inhibitors; hit rate 0.12% among 410,000; AID 624173; note: potency is the fitted concentration of half-maximal effect; nearly all actives have a fitted effect of over 50% in size
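Luminescence from Kinase-Glo Plus, added after a 45-minute room-temperature reaction, served as the end-point read-out. The enzyme and substrate were preincubated with compound before ADP (130 uM final) initiated turnover. Concentration-effect curves came from normalized qHTS data.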
Starred values were filed as active, the others as inactive; ? = inconclusive; . = not tested or not shown; & = joins results of further samples; [ ] = another dose, or the depositor's remark. Unless noted, calls come from the whole dose curve; as a rule, active = well fitted curve in the direction sought with a large enough effect; inconclusive = small, poorly fitted or top-dose-only effect, or another doubt; inactive = no such curve, though single readings can be large; an effect the other way counts as inactive or inconclusive. Unless noted, % is set by controls: 0 for no effect and ±100 for the full control effect.

#1 CCC(C)(C)NC(=O)/C=C/c1ccc(OC)c(S(=O)(=O)N2CCOCC2)c1
#2 O=C(Cc1csc(Nc2nc(=S)[nH]c3ccccc23)n1)NCc1ccccc1Cl
#3 CCOc1ccc(C(C)=O)cc1CN1C(=O)NC2(CCCCC2C)C1=O (stereo not given)
#4 CCCNC(=O)N(C)C[C@@H]1Oc2ncc(Br)cc2C(=O)N([C@H](C)CO)C[C@@H]1C
#5 CCOCCOC(=O)c1ccc(NC(=O)c2cc(OC)c(OC)c(OC)c2Br)cc1
#6 O=C(CSc1ncccn1)Nc1cccc2ccccc12
#7 CCC1S/C(=N/S(=O)(=O)c2ccc(N)cc2)NC1=O (stereo not given)
#8 Cc1cc(C)nc(SCc2nnc(SCC(=O)Nc3nccs3)n2C)n1
Assay by compound | 1 | 2 | 3 | 4 | 5 | 6 | 7 | 8
Sm TGR block | 2% | -5% | -7% | . | -16% | 25% | . | 2%
AMA1-RON2 inh | 10% | 51%[activator] | 21% | 8% | 0% | 2% | 11% | 6%
LmPK inhibitor | -1% | 0% | 3% | . | 1% | -4% | . | -1%
AmpC inh no detg | 0% | 1% | -11% | . | 33% | -5% | . | -8%
AmpC inh detg | ? | ? | -10% | . | -13% | -3% | . | ?
HCMV inh | ? | -4 | 10 | 15 | 20 | -16 | -16 | 8
TbPYK inhibitor | -2% | -3% | -3% | -5% | -1% | 36%[activator] | 1% | -3%

Part of the list above, with two lines to a compound:
Each structure is followed by: Sm TGR block | AMA1-RON2 inh | LmPK inhibitor | AmpC inh no detg | AmpC inh detg | HCMV inh | TbPYK inhibitor
2	O=C(Cc1csc(Nc2nc(=S)[nH]c3ccccc23)n1)NCc1ccccc1Cl
  -5% | 51%[activator] | 0% | 1% | ? | -4 | -3%
1	CCC(C)(C)NC(=O)/C=C/c1ccc(OC)c(S(=O)(=O)N2CCOCC2)c1
  2% | 10% | -1% | 0% | ? | ? | -2%
3	CCOc1ccc(C(C)=O)cc1CN1C(=O)NC2(CCCCC2C)C1=O (stereo not given)
  -7% | 21% | 3% | -11% | -10% | 10 | -3%
5	CCOCCOC(=O)c1ccc(NC(=O)c2cc(OC)c(OC)c(OC)c2Br)cc1
  -16% | 0% | 1% | 33% | -13% | 20 | -1%
6	O=C(CSc1ncccn1)Nc1cccc2ccccc12
  25% | 2% | -4% | -5% | -3% | -16 | 36%[activator]
8	Cc1cc(C)nc(SCc2nnc(SCC(=O)Nc3nccs3)n2C)n1
  2% | 6% | -1% | -8% | ? | 8 | -3%

Continued.
#9 C=CCNC(=O)c1ccc2c(c1)N(CC)C(=O)c1ccccc1S2
#10 CC(C)CCN1CCN(Cc2ccon2)CC1CCO (stereo not given)
#11 Cc1cc(C)n(-c2cccc(Cl)c2)c(=O)c1C#N
#12 O=C(O)C1(Nc2ccc(Br)cc2)CCCC1
#13 CN(C(=O)CCCN1CCCC1=O)C1CCCN(Cc2ccccc2F)C1 (stereo not given)
#14 COc1ccc(N(C(=O)c2ccn[nH]2)C(C(=O)NC2CCCC2)c2ccc(F)cc2)cc1 (stereo not given)
#15 Cc1cccc(C)c1NC(=O)CN(C)C(=O)CCC(=O)c1ccccc1
#16 O=c1[nH]c(N/N=C/c2ccc(O)cc2)nc2ccccc12
Assay by compound | 9 | 10 | 11 | 12 | 13 | 14 | 15 | 16
Sm TGR block | -13% | 5% | 9% | . | -11% | 2% | 2% | -5%
AMA1-RON2 inh | -5% | 37%[activator] | -2% | 0% | 16% | 9% | 8% | 40%[activator]
LmPK inhibitor | -1% | 4% | 1% | . | 0% | 4% | . | -16%
AmpC inh no detg | -6% | -8% | 245%[activator] | . | 0% | 3% | -8% | -26%
AmpC inh detg | 1% | -8% | -9% | . | 0% | -6% | 7% | -15%
HCMV inh | 0 | -33 | -22 | -13 | 18 | -9 | -19 | 172
TbPYK inhibitor | -3% | 9% | -5% | -4% | -6% | -2% | 2% | -10%

#17 CCC(/C=N/NC(=O)C(N)=O)CC
#18 Cc1ccc2cc(C(c3nnnn3C(C)(C)C)N3CCCCCC3)c(=O)[nH]c2c1 (stereo not given)
#19 C#CCOc1ccc(/C=C2/C(=O)ON=C2C)cc1Br
#20 CC(C)OCCCNC(=O)CCc1nc(-c2ccccc2)no1
#21 C=CCN1C(=O)C2C(C(=O)NC3CCCCC3)C3C=CC2(O3)C1C(=O)NC1CCCC1 (stereo not given)
#22 CCN(CC)C(=O)Cn1c(=O)n(CCCCCC(=O)NCc2ccccc2)c(=O)c2sccc21
#23 COc1ccc(NC(=O)CO/N=C(\C)c2cccs2)cc1
#24 CCCC(=O)Nc1nnc(SCC(=O)NCc2ccco2)s1
Assay by compound | 17 | 18 | 19 | 20 | 21 | 22 | 23 | 24
Sm TGR block | -8% | 11µM* | ? | -10% | 0% | -1% | -14% | -10%
AMA1-RON2 inh | 78%[activator] | 9% | -15% | -4% | 0% | . | -24% | 4%
LmPK inhibitor | -1% | 0% | -2% | 6% | -6% | . | 0% | 3%
AmpC inh no detg | -15% | -3% | -25% | 4% | -8% | . | -16% | -16%
AmpC inh detg | 0% | -17% | -5% | -20% | -16% | 15% | -3% | ?
HCMV inh | -17 | . | -4 | -18 | 20 | -4 | ? | 20
TbPYK inhibitor | 1% | 3% | -28% | 6% | 0% | -4% | -10% | 4%

#25 COc1ccc(CN2CCC[C@]3(N[C@H](c4ccc(C(F)(F)F)cc4)[C@@H]4C(=O)N(Cc5ccccc5)C(=O)[C@@H]43)C2=O)cc1
#26 COc1ccc(CCCNC(=O)C2CCC(=O)N(CC3CCCCC3)C2)cc1 (stereo not given)
#27 Cc1cc(C)cc(NC(=O)Cn2nnc(C(=O)NCc3ccc4c(c3)OCO4)c2N)c1
#28 Cc1ccc(C)c(CS(=O)(=O)c2cn(CC(=O)N3CCCCC3)c3ccccc23)c1
#29 COC(=O)/C=C1\C(=O)N(c2nc3ccccc3s2)C(=S)N1c1ccc(F)cc1
#30 COCCn1cc(C(=O)NCCCOC(C)C)c2c3ccccc3n(C)c2c1=O
#31 CC(C)N(Cc1ccccc1)C(=O)C1CCN(c2ncnc3c2nc2n3CCCCC2)CC1
#32 CC(C)CCN1CCN(C/C=C/c2ccco2)CC1CCO (stereo not given)
Assay by compound | 25 | 26 | 27 | 28 | 29 | 30 | 31 | 32
Sm TGR block | . | -2% | 1% | -12% | 6% | 2%&-5% | -5% | 25µM*
AMA1-RON2 inh | -6% | -10% | -5% | 6% | -16% | 7% | -6% | 0%
LmPK inhibitor | . | -5% | 2% | 1% | 1% | 0% | 8% | 4%
AmpC inh no detg | . | 165%[activator] | -13% | 45% | -17% | 36% | 134%[activator] | 0%
AmpC inh detg | . | 1% | 0% | -2% | -8% | 2%&-2% | -9% | -3%
HCMV inh | 2 | 2 | -21 | 1 | 111 | 1&-10 | -23 | 2
TbPYK inhibitor | 3% | 6% | 3% | -3% | -4% | -2%&-1% | -5% | 0%

#33 O=C(Nc1cccc2ccccc12)NC1CCS(=O)(=O)C1 (stereo not given)
#34 O=C1Nc2ccc(Br)cc2C12OCCO2
#35 Cc1ccc(C(=O)N2CCC(n3nccc3NC(=O)Nc3cccc(F)c3)CC2)cn1
#36 O=S(=O)(Nc1nc(SCc2ccc(Cl)cc2)n[nH]1)c1ccc(F)cc1
#37 CN(C)C1CCCCC=CC(=O)NC1 (stereo not given)
#38 Cc1ccc(C(=O)NNC(=O)c2ccncc2)cc1C
#39 OCCNc1nc2ccccc2n1CC(O)c1ccccc1 (stereo not given)
#40 CC(C)C[C@H]1CNC(=S)N1C[C@H]1CCCN1C[C@H](CC(C)C)N1C[C@H](Cc2ccc(O)cc2)N(CC2CCCCCC2)C1=S
Assay by compound | 33 | 34 | 35 | 36 | 37 | 38 | 39 | 40
Sm TGR block | . | . | 4% | 17% | . | -21% | 5% | .
AMA1-RON2 inh | -12% | 3% | 0% | -3% | 31%[activator] | 2% | -5% | 1%
LmPK inhibitor | 1% | . | 0% | 1% | . | 1% | 7% | .
AmpC inh no detg | -18% | . | -20% | -23% | . | -2% | -11%[11.4 µM] | .
AmpC inh detg | -6% | . | 0% | -4% | . | -7% | -4% | .
HCMV inh | -20 | -38 | 6 | 3 | ? | 60 | 12 | -101*
TbPYK inhibitor | -7% | -4% | -6% | 0% | -3% | -16% | 4% | -7%

#41 Cc1ccccc1NC(=O)NC1(C(=O)NCC2CCCO2)CCCCC1 (stereo not given)
#42 Cc1cccc(NS(=O)(=O)c2cc3c4c(c2)CCC(=O)N4CCC3)c1
#43 Fc1ccc2c(c1)NC(c1ccncc1)=NC(c1cccs1)=N2
#44 CC(Sc1nnc(N)s1)C(=O)c1c(N)n(C)c(=O)n(C)c1=O (stereo not given)
#45 Cc1ccc(C(C(=O)NC2CCCCC2)N2CCN(C(=O)c3ccco3)CC2)cc1 (stereo not given)
#46 CN(c1cccc(F)c1)c1cc2c(c3c1ccn3C)C1CCC2C1 (stereo not given)
#47 CCN(CC)CCCN1C(=O)CSC1c1ccc([N+](=O)[O-])cc1 (stereo not given)
#48 Cc1cc(C)c2nc(SCC(=O)N(C)C3CCS(=O)(=O)C3)cc(C)c2c1 (stereo not given)
Assay by compound | 41 | 42 | 43 | 44 | 45 | 46 | 47 | 48
Sm TGR block | -1% | -13% | 6% | -14% | 9% | . | 2% | 24%
AMA1-RON2 inh | -7% | 1% | . | 10% | -2% | ? | 4% | -3%
LmPK inhibitor | 0% | . | . | . | -1% | . | 8% | 2%
AmpC inh no detg | 5% | -34% | . | -6% | 37% | . | 1% | -11%
AmpC inh detg | 0% | ? | 24% | -18% | -14% | . | 0% | 8%
HCMV inh | 1 | ? | -8 | 11 | 83 | -22 | -102* | 26
TbPYK inhibitor | 0% | 4% | 2% | -1% | -2% | -16% | -9% | -9%

Just HCMV inh, AMA1-RON2 inh and TbPYK inhibitor, for 2 of the compounds above:
# | molecule | HCMV inh | AMA1-RON2 inh | TbPYK inhibitor
46 | CN(c1cccc(F)c1)c1cc2c(c3c1ccn3C)C1CCC2C1 (stereo not given) | -22 | ? | -16%
47 | CCN(CC)CCCN1C(=O)CSC1c1ccc([N+](=O)[O-])cc1 (stereo not given) | -102* | 4% | -9%

Assay outcomes deposited in PubChem by National Center for Advancing Translational Sciences (NCATS).

Random draw from the library, and some 7.4% of all compounds hit somewhere here.
